Screening data as filed in PubChem BioAssay.
esBAF inh: Bmi1 luciferase reporter increase in mESCs, primary screen, esBAF inhibitor project, mouse ES cells, Bmi1 luciferase knock-in, single point. AID 602393, 2012. reporter increase, % at 12.5 µM. 2% of 350,000 active. 24 h; 100% = twice the neutral-well signal; in the data active = activation above about 40%; inconclusive = no clear call, values can overlap the other calls;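 also: 0% = median of the plate's neutral control wells and 100% = double that signal; a rise in the Bmi1 reporter signal indicates esBAF inhibition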
CASP6 VEID inh: human caspase-6 inhibitors, primary screen, biochemical, VEID-R110 fluorescence, single point, set 2; purified caspase-6, Z-VEID-R110 cleavage fluorescence; inhibition, % at 12.5 µM; P55212; 0.53% of 350,000 active; AID 686996, 2013;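 active = mean inhibition across replicates at least about 35%, with every replicate also reaching that limit, limit read from the data; inconclusive = only one of the two criteria met; inactive = neither criterion met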;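 also: 0% = median of neutral control wells and 100% = no fluorescence left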
Target sequence (P55212 24-179 limits assumed): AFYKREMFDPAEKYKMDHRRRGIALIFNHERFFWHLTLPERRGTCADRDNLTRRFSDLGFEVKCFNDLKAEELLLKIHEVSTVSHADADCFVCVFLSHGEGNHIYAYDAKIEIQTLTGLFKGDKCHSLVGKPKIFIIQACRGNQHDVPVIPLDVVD
Target sequence (P55212 194-293 limits assumed): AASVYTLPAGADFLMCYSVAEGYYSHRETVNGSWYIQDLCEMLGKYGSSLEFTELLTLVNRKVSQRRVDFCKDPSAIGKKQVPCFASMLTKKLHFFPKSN
ARNT TACC3 PPI: disruptors of ARNT/TACC3 protein interaction, primary screen, biochemical, AlphaScreen, single concentration; 0.66% of 390,000 active; inhibition, % at 9.99 µM; AlphaScreen His-ARNT PAS-B/GST-TACC3 binding, luminescence; TACC3 fragment carries E629A point mutation; Transforming acidic coiled-coil-containing protein 3 (Homo sapiens), Q9Y6A5;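 active = mean inhibition of replicates at least 50% and at least half of replicates each reaching 50%; inconclusive = half or more replicates reach 50% but mean below 50%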;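 also: 0% = complete ARNT plus TACC3 wells and 100% = ARNT alone without TACC3; many hits fall short of the cut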
RAD52 anneal inh: RAD52 DNA annealing inhibitors, primary screen, biochemical, FRET, single point, set 2 | recombinant RAD52 DNA annealing, FRET fluorescence | inhibition, % at 18.7 µM | AID 651710, 2012 | 0.46% of 360,000 active | DNA repair protein RAD52 homolog (Homo sapiens), P43351;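 active = every replicate showing at least 50% inhibition; inconclusive = mean inhibition at least 50% but not in every replicate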
ERp5 inh: inhibitors of ERp5-driven insulin aggregation, primary screen, biochemical, turbidity, absorbance 650 nm, single point | inhibition, % at 9.99 µM | Protein disulfide-isomerase A6 (Homo sapiens), Q15084 | 90 min | AID 651711, 2012 | 0.05% of 350,000 active;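 active = mean replicate inhibition above about 25%, with every replicate also reaching it, limit read from the data, passing the limit was not always enough; inconclusive = only one of those two criteria met; inactive = neither criterion met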
Target sequence (Q15084 whole entry, looked up): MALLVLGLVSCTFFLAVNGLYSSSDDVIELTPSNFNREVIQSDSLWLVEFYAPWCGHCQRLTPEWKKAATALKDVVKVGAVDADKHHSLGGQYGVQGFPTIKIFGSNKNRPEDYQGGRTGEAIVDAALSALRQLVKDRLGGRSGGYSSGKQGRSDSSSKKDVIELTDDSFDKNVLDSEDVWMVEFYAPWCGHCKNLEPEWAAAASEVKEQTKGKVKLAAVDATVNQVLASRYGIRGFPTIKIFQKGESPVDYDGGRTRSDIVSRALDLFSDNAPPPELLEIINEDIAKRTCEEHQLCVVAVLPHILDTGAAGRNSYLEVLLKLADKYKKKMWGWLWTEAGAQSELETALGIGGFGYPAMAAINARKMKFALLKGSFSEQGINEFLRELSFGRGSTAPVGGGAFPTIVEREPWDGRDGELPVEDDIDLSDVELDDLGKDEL
RAD54 branch: inhibitors of human RAD54 branch migration, primary screen, biochemical, fluorescence, single point; RAD54 Holliday junction branch migration, FAM/BHQ fluorescence; inhibition, % at 10.4 µM; 0.14% of 360,000 active;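 active = mean normalized replicate activity at least 40 and at least half of replicates scoring 40 or more; inconclusive = only one of the two criteria met; inactive = mean below 40 and under half of replicates reaching 40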;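 also: 0% = median of neutral control wells and 100% = median of positive control wells; inhibitors cause a drop in the FAM fluorescence signal; in these data hits start at about 50%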
E-sel inducer: E-selectin induction in HUVECs, primary screen, imaging, HUVEC, immunofluorescence imaging, single point; AID 686992, 2013; normalized: neutral wells 0, TNF-alpha wells 100; activation, % at 7.58 µM; P16581; 0.37% of 260,000 active;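 active = mean E-selectin-positive cell signal at least 10% of the positive control, reached in at least 60% of replicates, without over 20% cell loss; inconclusive = no rule given, readout overlaps actives, possibly toxicity-flagged; inactive = the rest, including those meeting only one limit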;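 also: in these data hits start at about 27%; measured in HUVEC primary endothelial cells; signal is the percent of cells scored E-selectin positive by PE staining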
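System: HUVEC / Compound: single concentration / Signal: immunofluorescence imaging / Read-out: percent E-selectin-positive cells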
PglD inh: C. jejuni PglD acetyltransferase inhibitors, primary screen, biochemical, DTNB colorimetric, single point; 0.098% of 360,000 active; UDP-N-acetylbacillosamine N-acetyltransferase PglD (Campylobacter jejuni); purified PglD enzyme, DTNB colorimetric CoA detection; inhibition, % at 12.5 µM; in the data active = inhibition above about 16%, passing the limit was not always enough; inconclusive = no clear call, values can overlap the other calls; also: strong numbers were not always called active
Starred values were filed as active, the others as inactive; ? = inconclusive; . = not tested or not shown. An unsorted share of the library (roughly 3.2% active in at least one column).

SMILES	esBAF inh	CASP6 VEID inh	ARNT TACC3 PPI	RAD52 anneal inh	ERp5 inh	RAD54 branch	E-sel inducer	PglD inh
CCc1ccc(NC(=O)C(C)OC(=O)CN2C(=O)NC3(CCCC3)C2=O)cc1 (centres undefined)	6	-3	-22	-16	-3	5	-1.0	-4
CN(C)CC#Cc1ccc([C@H]2[C@@H](CO)N3CCCCN(C(=O)NC4CCCC4)C[C@@H]23)cc1	.	-3	5	-11	1	4	0.1	6
CC(NC(=S)N1CCOCC1)c1ccccc1 (centres undefined)	-9	.	-8	.	.	13	.	3
CCC1=C2CC[C@H]3C(=O)N(c4ccccc4)C(=O)[C@H]3[C@H]2[C@@]2(C)C(=NCC(=O)OC)OC(=O)N2C1=O	-4	2	-1	-9	-1	-3	1.1	-2
CC1=C(C(=O)N2CCCCCC2)CC(CC(=O)NCCCCc2ccccc2)C(=O)N1Cc1ccccc1 (centres undefined)	5	2	.	4	9	0	-0.1	3
CCOc1c2ccc(C(=O)NCc3ccc(OC(F)(F)F)cc3)cc2nn1CC	-1	2	-11	-9	3	1	3.7	-5
CC(NC(=O)c1cc2ccccc2oc1=O)c1ccccc1 (centres undefined)	9	-2	-2	-1	3	-4	-0.1	-1
O=C(NCc1ccco1)c1ccc(Cl)c(S(=O)(=O)N2CCCC2)c1	1	6	.	-21	-1	.	.	.
O=C(c1ccccc1F)N1CCN(C2CCC(c3ccccc3)CC2)CC1 (centres undefined)	5	-2	11	4	-3	-12	0.0	6
COc1cccc(C(=O)Nc2nnc(-c3cccs3)s2)c1	-46	.	-1	.	.	-8	.	-3
O=c1oc(CCCO)cc2ccc(C#CC3(O)CCCCC3)cc12	-33	.	-2	-9	-3	1	1.4	5
COc1ccccc1N1CCN(C(=O)CSc2nc(N)cc(=O)[nH]2)CC1	-3	.	1	.	.	9	.	-2
CCOC(=O)[C@H]1[C@H]2COc3ccc(Cl)cc3[C@@H]2N2C(=O)c3cc(F)ccc3NC(=O)[C@@]12C	-2	9	1	-2	0	-11	0.0	3
O=C(C[C@@H]1CC[C@H]2[C@@H](COC[C@@H](O)CN2S(=O)(=O)c2cccc(F)c2)O1)NCCCN1CCOCC1	3	-17	1	2	-5	-4	0.1	0
O=C(O)Cn1c(=O)c2c3c(sc2n(Cc2ccccc2F)c1=O)CCCC3	-5	3	.	-10	3	7	0.8	-1
C[C@H]1CCCCO[C@H](CN(C)Cc2ccc3c(c2)OCO3)[C@@H](C)CN([C@@H](C)CO)C(=O)c2cc(NC(=O)CCCN(C)C)ccc2O1	-1	-2	14	-4	-6	-25	-0.2	-1
CCC(NC(=O)NCCCn1ccnc1)(C(F)(F)F)C(F)(F)F	-4	.	-26	.	.	2	.	3
C[C@H]1CN([C@@H](C)CO)C(=O)c2cccc(NC(=O)Nc3ccc(C(F)(F)F)cc3)c2O[C@H]1CN(C)Cc1ccccc1	3	.	0	20	2	-13	-0.1	-3
C[C@H](NC(=O)C[C@@H]1CC[C@@H](NC(=O)C2CCC2)[C@H](CO)O1)c1ccccc1	-5	1	-6	6	0	2	0.0	-4
C[C@H](CO)N1C[C@H](C)[C@@H](CN(C)Cc2ccc(C(F)(F)F)cc2)Oc2c(NC(=O)C3CCCCC3)cccc2C1=O	-9	-1	3	8	-6	3	?	5
CCC(=O)c1ccc(OCC(O)CN2CCN(c3cccc(C(F)(F)F)c3)CC2)cc1 (centres undefined)	6	.	8	.	.	4	.	-17
Cc1ccc(F)cc1S(=O)(=O)N[C@@H]1CCN(Cc2cccc3[nH]ccc23)C1	.	-1	14	12	0	2	.	4
COC(=O)c1ccccc1NC(=O)CN1CCC(NC(=O)c2ccccc2C)CC1	-3	.	-3	.	.	-3	.	-5
C[C@@H]1CN([C@H](C)CO)C(=O)Cc2cc(NC(=O)Nc3ccc4c(c3)OCO4)ccc2O[C@@H]1CN(C)Cc1ccc(C(=O)O)cc1	-3	3	0	0	0	-5	.	3
CC(=O)NCC(=O)OCC(=O)c1ccc2ccccc2c1	-7	.	0	.	.	-10	.	1

No new results follow: entries from further up.
SMILES	esBAF inh	CASP6 VEID inh	ARNT TACC3 PPI	RAD52 anneal inh	ERp5 inh	RAD54 branch	E-sel inducer	PglD inh
CCC1=C2CC[C@H]3C(=O)N(c4ccccc4)C(=O)[C@H]3[C@H]2[C@@]2(C)C(=NCC(=O)OC)OC(=O)N2C1=O	-4	2	-1	-9	-1	-3	1.1	-2
CC1=C(C(=O)N2CCCCCC2)CC(CC(=O)NCCCCc2ccccc2)C(=O)N1Cc1ccccc1 (centres undefined)	5	2	.	4	9	0	-0.1	3
CCOc1c2ccc(C(=O)NCc3ccc(OC(F)(F)F)cc3)cc2nn1CC	-1	2	-11	-9	3	1	3.7	-5
CC(NC(=O)c1cc2ccccc2oc1=O)c1ccccc1 (centres undefined)	9	-2	-2	-1	3	-4	-0.1	-1
O=C(NCc1ccco1)c1ccc(Cl)c(S(=O)(=O)N2CCCC2)c1	1	6	.	-21	-1	.	.	.
O=C(c1ccccc1F)N1CCN(C2CCC(c3ccccc3)CC2)CC1 (centres undefined)	5	-2	11	4	-3	-12	0.0	6
COc1cccc(C(=O)Nc2nnc(-c3cccs3)s2)c1	-46	.	-1	.	.	-8	.	-3
O=c1oc(CCCO)cc2ccc(C#CC3(O)CCCCC3)cc12	-33	.	-2	-9	-3	1	1.4	5
COc1ccccc1N1CCN(C(=O)CSc2nc(N)cc(=O)[nH]2)CC1	-3	.	1	.	.	9	.	-2
CCOC(=O)[C@H]1[C@H]2COc3ccc(Cl)cc3[C@@H]2N2C(=O)c3cc(F)ccc3NC(=O)[C@@]12C	-2	9	1	-2	0	-11	0.0	3
O=C(C[C@@H]1CC[C@H]2[C@@H](COC[C@@H](O)CN2S(=O)(=O)c2cccc(F)c2)O1)NCCCN1CCOCC1	3	-17	1	2	-5	-4	0.1	0
O=C(O)Cn1c(=O)c2c3c(sc2n(Cc2ccccc2F)c1=O)CCCC3	-5	3	.	-10	3	7	0.8	-1

The list goes on:
SMILES	esBAF inh	CASP6 VEID inh	ARNT TACC3 PPI	RAD52 anneal inh	ERp5 inh	RAD54 branch	E-sel inducer	PglD inh
CCOC(=O)C1(Cc2cccc(OC)c2)CCCN(CCO)C1 (centres undefined)	-4	0	5	-14	0	-1	.	3
N#Cc1ccc(COC(=O)c2ccc3c(=O)[nH]c(CN4CCOCC4)nc3c2)cc1	-2	.	-7	.	.	-1	.	3
C[C@@H]1CN([C@@H](C)CO)C(=O)c2cc(NC(=O)NC3CCCCC3)ccc2O[C@@H](C)CCCCO[C@H]1CN(C)S(=O)(=O)c1cccs1	-2	.	15	.	.	-4	0.7	0
CNC(=O)c1ccccc1C1(O)c2ccccc2CCc2ccccc21	.	0	.	-1	10	.	-0.3	.
O=S(=O)(Nc1ccc(S(=O)(=O)N2CCOCC2)cc1)c1ccc(Br)cc1	-1	-1	-6	-4	0	1	2.9	3
COCCNC(=O)C1(C)CCCN(Cc2ccc(OCc3ccccc3)cc2)C1 (centres undefined)	4	-1	.	-10	-3	0	.	0
C=CCn1c(SCC(=O)Nc2cc(NC(C)=O)ccc2OC)nnc1-c1cccnc1	0	0	-1	7	2	-2	.	-3
CO[C@@H]1CN(C)C(=O)c2cc(NC(=O)c3ccccc3)ccc2OC[C@@H](C)N(C(C)=O)C[C@H]1C	0	.	-2	2	2	-6	0.0	-1
C/C=C/c1ccc([C@@H]2[C@@H](CN(C)C(=O)CC3CC3)N(C(=O)C3CC3)[C@H]2CO)cc1	-1	.	-1	.	.	-2	0.2	2
O=[N+]([O-])c1ccccc1S(=O)(=O)Nc1ncccn1	0	3	.	-13	-2	-2	-0.1	4
CO[C@H]1CN(C)C(=O)c2cc(NS(=O)(=O)c3ccc(Oc4ccccc4)cc3)ccc2OC[C@@H](C)NC[C@H]1C	5	3	-30	5	0	16	5.2	2
O=C(NCc1cccs1)c1cccc2c(-c3ccc(F)c(F)c3)coc12	6	1	.	-4	1	6	0.0	5
Cc1ccc(C)c(S(=O)(=O)N2CCN(C(=O)c3ccncc3)CC2)c1	-7	-7	-2	-7	4	0	.	-1
C[C@@H](O)[C@H]1O[C@]2(C)CCC[C@H]1O2	3	-5	-3	-12	-3	-5	-0.1	6
O=C([C@H]1[C@H](CO)[C@H]2Cn3c(ccc(-c4cccnc4)c3=O)[C@@H]1N2Cc1cccnc1)N1CCOCC1	-2	0	-37	-8	4	-3	-0.3	4
Cn1nnnc1SCC(=O)NNC(=O)c1ccc(Cl)cc1	.	-5	-12	-7	-2	.	.	.
Cc1noc(C)c1NC(=O)N(C)C[C@@H]1Oc2ncc(C#CC3CCCC3)cc2C(=O)N([C@H](C)CO)C[C@@H]1C	-2	-1	-1	-7	-1	-3	1.2	0
Cc1ccn2cc(CCNS(=O)(=O)c3ccc4ccccc4c3)nc2c1	.	-2	2	-4	-2	3	0.0	-3
O=C1c2ccccc2C(=O)C12OC(c1ccccc1)C1(C(=O)c3ccccc3C1=O)C2c1ccc([N+](=O)[O-])cc1 (centres undefined)	7	.	0	.	.	-1	.	2
COc1ccc(CN(C)C[C@@H]2OCCCC[C@H](C)Oc3ccc(NC(=O)C4CCCCC4)cc3C(=O)N([C@@H](C)CO)C[C@@H]2C)cc1	-1	-3	12	15	-6	1	-0.1	3
O=S(=O)(Nc1ccc(-c2cn3c(n2)SCC3)cc1)c1ccccc1F	8	5	27	-102	6	-9	0.4	-2
CC(=O)Nc1ccc(S(=O)(=O)N(C)CC(=O)OC2CCCCC2=O)cc1 (centres undefined)	0	-93	3	0	4	-14	0.4	-6
S=C(Nc1ccc(Cl)cc1Cl)NC1CCCCC1	84*	.	-7	.	.	0	.	-2
CCCNC(=O)C1(C)CCN(C(=O)c2ccccc2OC)C1 (centres undefined)	0	-1	.	-8	-2	-2	.	6
CC1Cc2ccccc2N1C(=O)CN(C)CC(=O)Nc1ccc(OC(F)(F)F)cc1 (centres undefined)	-7	2	-4	-4	-8	4	.	1

(cont.)
SMILES	esBAF inh	CASP6 VEID inh	ARNT TACC3 PPI	RAD52 anneal inh	ERp5 inh	RAD54 branch	E-sel inducer	PglD inh
COc1ccccc1C(=O)N1CCN(C(=O)c2oc3c(C)c(C)ccc3c2C)CC1	0	4	.	-22	-1	-9	2.2	-19
C[C@@H]1CN([C@H](C)CO)C(=O)c2cc(NC(=O)Cn3cnnn3)ccc2O[C@@H]1CN(C)CC1CC1	-5	-4	23	-15	-2	-1	-12	-1
NC(Cc1ccc(C(F)(F)F)cc1)c1csc(Nc2ccccn2)n1 (centres undefined)	2	4	.	-19	5	5	0.2	6
O=C(N[C@H]1CC[C@@H](CCNS(=O)(=O)Cc2ccccc2)O[C@H]1CO)c1ccccc1F	-3	0	16	7	0	-11	-0.5	1
CCN(CC(=O)NCc1ccc(F)cc1)C(=O)c1cc2ccccc2o1	-4	0	-8	-5	2	-3	.	-1
O=C(COC(=O)c1ccncc1)Nc1cc(Cl)ccc1Cl	-3	1	-5	-14	1	8	.	-5
